RXFP1 agonist: activates the human relaxin receptor RXFP1; Q9HBX9; Potency, µM (top dose mostly 57.5 µM), for the others: at the highest dose activation, most hits filed as activators; HEK293T-RXFP1 cAMP TR-FRET, 30 min; response scale: percent of porcine relaxin response, buffer zero; AID 2676; 0.3% of 370,000 active; also: potency is read from the fitted curve at half-maximal effect; % is scaled to controls: 0 for no effect and ±100 for the full control effect; nearly all actives have a fitted effect of over 60% in size; many of its hits are not listed in these tables
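cAMP rise read by TR-FRET after 30 min, 37C compound exposure (up to 58 uM) in RXFP1-transfected HEK293 cells with Ro 20174 present. EC50 from Hill-equation fits, with 29 nM porcine relaxin as 100% and buffer as basal.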
Vif-APOBEC3F blk: Vif-A3F binding inhibition | Potency, µM (highest dose often 46.1 µM), for the others: top-dose activity, negative = active | AID 602313 | 0.2% of 390,000 active | HeLa A3F-eYFP + Vif (tagged APOBEC3F with the HIV-1 protein that degrades it), YFP fluorescence increase; also: potency is read from the fitted curve at half-maximal effect; % of control where 0% means no effect; nearly all actives have a fitted effect of over 65% in size
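HeLa cells stably expressing A3F-eYFP plus Vif, plated and incubated overnight at 37 deg C, then exposed to compounds overnight at 37 deg C. Blocked degradation read as raised yellow fluorescence (Ex 488/Em 500-530).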
IDH1 R132H inh: human IDH1 R132H inhibition | O75874 | IDH1-R132H enzyme, NADPH consumption, diaphorase/resazurin fluorescence | Potency, µM (top dose mostly 76.6 µM), for inactives: top-dose activity change, negative = inhibition, most hits filed as inhibitors | 0.093% of 390,000 active | AID 602179; also: potency is read from the fitted curve at half-maximal effect; % is scaled to controls: 0 for no effect and ±100 for the full control effect; nearly all actives have a fitted effect of over 65% in size
Target sequence (O75874 whole entry R132H, stated change not applied): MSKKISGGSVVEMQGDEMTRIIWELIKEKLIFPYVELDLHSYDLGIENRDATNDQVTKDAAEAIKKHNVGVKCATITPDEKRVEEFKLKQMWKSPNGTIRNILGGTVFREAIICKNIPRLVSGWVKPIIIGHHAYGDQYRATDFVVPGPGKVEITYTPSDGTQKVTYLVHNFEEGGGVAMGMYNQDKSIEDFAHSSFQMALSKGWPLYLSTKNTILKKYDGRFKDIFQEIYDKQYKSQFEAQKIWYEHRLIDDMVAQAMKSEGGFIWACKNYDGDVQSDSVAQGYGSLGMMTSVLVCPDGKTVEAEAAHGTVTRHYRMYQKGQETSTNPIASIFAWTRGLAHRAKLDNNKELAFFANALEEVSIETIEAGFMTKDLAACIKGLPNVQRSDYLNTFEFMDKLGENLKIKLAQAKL
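IDH1-R132H (0.5 ug/mL) preincubated 30 min with compound, then NADPH (0.016 mM) and alpha-KG (2 mM) added; 80 min at RT, pH 7.5. Remaining NADPH coupled via diaphorase/resazurin to fluorescence (540/590 nm); concentration-response curves normalized to no-enzyme control.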
LDHA block: LDHA (human) enzyme inhibition | P00338 | purified LDHA, NADH/diaphorase-resazurin fluorescence; hits give low values | activity change, % (values are at about 110 or 230 µM) | 0.15% of 480,000 active | AID 1347041; in the data active = activity change below about -30%; inconclusive = mostly about -25% to -30%;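 also: plate controls were DMSO wells for no effect and wells without enzyme for full effect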
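Human LDH5 at 2 nM final in Tris HCl pH 7.4 with 0.06 mM NADH and 0.2 mM pyruvate, reacted 5 minutes at room temperature. Remaining NADH coupled via diaphorase/resazurin; resorufin fluorescence read at 0 and 20 minutes, normalized to enzyme-free and DMSO wells.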
TrxR1 substrate: rat thioredoxin reductase 1 substrate activity; O89049; purified TrxR1 substrate turnover, NADPH consumption readout; Potency, µM (highest dose often 114 µM), for inactives: top-dose activity change, negative = substrate turnover; 0.01% of 390,000 active; AID 588456; also: potency is read from the fitted curve at half-maximal effect; % is scaled to controls: 0 for no effect and ±100 for the full control effect; nearly all actives have a fitted effect of over 50% in size
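Rat TrxR1, dispensed at 90 nM, was prereduced with 400 uM NADPH (final) for 5 min at ~22 deg C, then incubated with compound 15 min before 400 uM selenite. A first-read NADPH fluorescence drop versus no-compound background flagged substrates.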
USP1 inh: inhibitors of human USP1/UAF1 deubiquitinase; O94782; recombinant USP1/UAF1, Ub-Rhodamine cleavage fluorescence; Potency, µM (titrated, usually from 57.1 µM), for inactives: top-dose activity change, negative = inhibition, usual class: inhibitors; 0.23% of 390,000 active; AID 743255; also: potency is read from the fitted curve at half-maximal effect; % is scaled to controls: 0 for no effect and ±100 for the full control effect; nearly all actives have a fitted effect of over 60% in size; inactives centre near -12
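Step one: compound is pinned into 1nM USP1/UAF1 in HEPES pH 7.8 buffer with TCEP. Step two: 15 min room-temperature incubation. Step three: Ub-Rho (150nM final) starts cleavage, tracked by fluorescence over six one-minute reads.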
Vif-APOBEC3G blk: Vif-A3G binding inhibition | Q9HC16 | HeLa A3G-eYFP + Vif (tagged APOBEC3G with the HIV-1 protein that degrades it), YFP fluorescence, overnight | Potency, µM (titrated, usually from 46.1 µM), without a hit: top-dose activity, negative = active, actives largely listed as inhibitors | 0.076% of 410,000 active | AID 602310;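 also: potency is read from the fitted curve at half-maximal effect; % is scaled to controls: 0 for no effect and ±100 for the full control effect; nearly all actives have a fitted effect of over 60% in size; hits raise eYFP signal because A3G escapes Vif-driven loss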
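Read-out is eYFP fluorescence (Ex 488/Em 500-530) from Vif-expressing HeLa A3G-eYFP cells; more signal means A3G escaped Vif-mediated degradation. Cells plated overnight, compound pinned in, incubated overnight at 37 deg C.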
PI4K2A inh: inhibitors of human PI4K2A. purified PI4K2A, ADP-Glo luminescence, 1 h; hits give low values. 0.13% of 420,000 active. Q9BTU6. AID 1346378. activity change, negative = inhibition, % at 76.9 µM; in the data active = activity change below about -50%; inconclusive = mostly about -30% to -49%;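 also: -100% = wells without enzyme as full effect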
Target sequence (Q9BTU6 whole entry, looked up): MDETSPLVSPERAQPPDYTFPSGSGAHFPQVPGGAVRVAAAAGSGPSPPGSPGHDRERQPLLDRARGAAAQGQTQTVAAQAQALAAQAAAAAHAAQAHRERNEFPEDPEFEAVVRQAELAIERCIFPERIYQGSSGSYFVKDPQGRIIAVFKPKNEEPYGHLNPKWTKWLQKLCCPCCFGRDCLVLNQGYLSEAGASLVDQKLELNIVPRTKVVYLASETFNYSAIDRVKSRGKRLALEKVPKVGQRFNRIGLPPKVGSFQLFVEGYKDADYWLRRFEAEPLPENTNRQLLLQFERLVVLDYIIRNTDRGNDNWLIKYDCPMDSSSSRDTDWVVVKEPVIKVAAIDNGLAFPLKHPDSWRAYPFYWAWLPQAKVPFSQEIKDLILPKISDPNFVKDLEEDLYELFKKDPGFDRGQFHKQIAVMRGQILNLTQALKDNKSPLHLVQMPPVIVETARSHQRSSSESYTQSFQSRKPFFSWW
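ADP-Glo luminescence measured ADP generated by PI4K2A enzyme (4 ug/mL before mixing) with 1.2 mM PI substrate (pre-mix) and 300 microM ATP (pre-mix). Tris pH7.5 buffer with MgCl2, Triton X-100; 1 h reaction at ambient temperature.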
Glioma ERSR ind: induces the endoplasmic reticulum stress response in human glioma cells | U87-MG GRP78 promoter luciferase reporter, 16 h | Potency, µM, inactives show top-dose activation, usual class: activators | 0.02% of 420,000 active | AID 602332; also: potency is read from the fitted curve at half-maximal effect; series mostly up to about 76 µM; % of control where 0% means no effect; nearly all actives have a fitted effect of over 35% in size
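Stably transfected U87-MG glioma cells carrying a GRP78-based luciferase sensor; 16 h compound incubation. Luminescence end-point read 10 min after Bright-Glo addition at room temperature.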
* marks the source's active call; other numbers are inactive results; ? = inconclusive; · = not tested or not shown; & = joins results of further samples; [ ] = remark or other dose. Unless noted, calls follow the shape of the dose curve; as a rule, active = well fitted curve in the direction sought with a large enough effect; inconclusive = small, poorly fitted or top-dose-only effect, or another doubt; inactive = no such curve, though single readings can be large; an effect the other way counts as inactive or inconclusive.

Screens in order: RXFP1 agonist | Vif-APOBEC3F blk | IDH1 R132H inh | LDHA block | TrxR1 substrate | USP1 inh | Vif-APOBEC3G blk | PI4K2A inh | Glioma ERSR ind
O=C(NC(Cc1ccccc1)c1nc2ccccc2[nH]1)c1cccc([N+](=O)[O-])c1 (stereo not drawn)
→ -1.4% | 1% | 5% | 13 | -10% | -20% | -8% | -1 | -3%
O=C(Cc1ccccc1)NCC(=O)OCC(=O)c1ccc(F)cc1
→ -0.5% | -6% | 15% | -3 | 3% | -22% | 0% | -2 | -1%
CCc1c(N)nc(N)nc1Nc1ccc(C)c(C)c1
→ · | 3% | 17% | -8 | 6%[57.1 µM] | -26% | -4% | 1 | -7%
CCOc1ccc(-c2csc(NC(=O)CSCC(=O)O)n2)c2ccccc12
→ -1.4% | -15% | 9% | -13 | -10% | 6% | -1% | -2 | -3%
CC(NCCS(=O)(=O)c1ccc(Cl)cc1)c1cccc(Cl)c1 (stereo not drawn)
→ 0.1% | 0% | 8% | -2 | -7% | -18% | 1% | 4 | -7%
CC(=O)c1ccc(S(=O)(=O)N(CC(=O)NC2CC2)Cc2ccc(F)cc2)cc1
→ 0.3% | 10% | -2% | 0 | -6% | -15% | -2% | -3 | 4%
Cc1ccc(C(O)c2ncc(-c3ccccc3)[nH]2)c(C)c1 (stereo not drawn)
→ · | · | · | -6 | · | · | 1% | -9 | 1%
COC(=O)c1ccc(C(=O)Nc2ccc3nc(-c4ccncc4)[nH]c3c2)cc1
→ -1.5% | -1% | 0% | -4 | 0% | -18% | -15% | -2 | -1%
CCC1(CC)NC(=O)N(CC(=O)OCC(=O)Nc2ccc(OC(F)(F)F)cc2)C1=O
→ -0.1% | 6% | -3% | -4 | -2% | -1% | -3% | -14 | -1%
COc1ccccc1C(=O)Nc1ccnn1C1CCN(Cc2ccccc2OCCO)CC1
→ -0.2% | 1% | 9% | -9 | -7% | -13% | 3% | 8 | -5%
COc1cccc(CNC(=O)C2=C(C)C(=O)OC23CCN(C(C)=O)CC3)c1OC
→ 0.2% | 5% | 4% | 1 | 0% | 19% | -3% | 2 | -2%
CC(C)(C)N=C(NS(=O)(=O)c1cccs1)c1ccccc1
→ 2.1% | 4% | -3% | -10 | 7% | -26% | -1% | -2 | -1%
N#Cc1ccc(NC(=S)NC(=O)CCc2ccc(S(=O)(=O)N3CCOCC3)cc2)cc1
→ -1.9% | 10% | -2% | -6 | 5% | -13% | -4% | -9 | -2%
CC1CCC(NC(=O)c2nc(Cn3ccc([N+](=O)[O-])n3)no2)CC1 (stereo not drawn)
→ -1.0% | 2% | 2% | -7 | 11%[57.1 µM] | -18% | 2% | 3 | 0%
CCN(CC)C(=O)C1CCCN(Cc2ccc(OC)c(C)c2)C1 (stereo not drawn)
→ 0.6% | -9% | 4% | -15 | 14% | -10% | -4% | -2 | -3%
CC(C)(c1ccccc1)c1ccc(OCCn2cnc3ccccc3c2=O)cc1
→ 0.4% | -4% | 5% | 5 | -10% | ? | -7% | 2 | -1%
COC(=O)CCC1(C(N)=O)CCC(=O)c2ccccc21 (stereo not drawn)
→ · | -7% | -1% | -1 | 5%[57.1 µM] | -14% | -2% | 4 | -4%
COc1ccc2c(c1)Cc1sc(NC(=O)c3ccccc3C)nc1-2
→ 6.1% | · | · | 23 | 11% | ? | · | ? | ·
Cn1nnnc1SCC(=O)N1CCN(c2ccc(Cl)cc2)CC1
→ -0.5% | 0% | 1% | -4 | 5% | -11% | 2% | -2 | -15%
O=C(NCC1CCCO1)c1cc(S(=O)(=O)N2CCCCC2)ccc1Cl (stereo not drawn)
→ 2.9% | 10% | 8% | -7 | 0% | -9% | -7% | 3 | -5%
Cc1cccn2c(=O)c3cc(C(=O)NCc4cccnc4)c(=N)n(C(C)C)c3nc12
→ 20% | -9% | 1% | 0 | · | -4% | 1% | -5 | -6%
COCCSc1ccccc1C(=O)N1CCC(Cc2ccccc2)CC1
→ -3.6% | 1% | 1% | 3 | 5% | -20% | 0% | -2 | -5%
COC(=O)c1cc(C)nc2c1C(=O)C(=O)C=C2N1CCOCC1
→ 1.1% | 14% | 26% | 6 | 35µM* | 1.3µM* | -11% | -83* | -14%
CCc1ccc(S(=O)(=O)NCc2cccs2)cc1
→ 4.7% | -5% | 5% | -6 | 4%[57.1 µM] | -6% | 1% | 4 | -3%
COc1ccc([C@H]2CC(=O)C=C(c3ccc4ncccc4c3)C2)cc1OC
→ · | 1% | -7% | -1 | -8% | -20% | 0% | -6 | -3%
CC1CCCN(CCCNC(=O)c2ccc3c(c2)N(Cc2ccc(F)cc2)C(=O)c2ccccc2S3=O)C1 (stereo not drawn)
→ -2.2% | -16% | -12% | -5 | 2% | -8% | 3% | 0 | -9%
Cc1ccc(S(=O)(=O)C(C#N)c2nc3ccccc3nc2N2CCCC2)cc1C (stereo not drawn)
→ 2.2% | -14% | -1% | 19 | 16% | ? | -4% | -3 | -1%
Cc1nc2sccn2c1-c1nc(-c2cc3ccccc3o2)cs1
→ 5.4% | 1% | 8% | -3 | 5% | -9% | 5% | 1 | 3%
O=C(NCCNCC(O)COc1ccc(O)cc1)N1CCOCC1 (stereo not drawn)
→ · | 6% | -3% | -2 | -1% | 8% | 3% | -3 | -3%&-5%
CCCNC(=O)C1CCN(c2ccc(S(=O)(=O)N3CCOCC3)cc2Cl)CC1
→ 0.2% | 1% | 3% | -2 | 7%[57.1 µM] | 6% | -4% | -1 | -2%

Structural class: the compounds so far with an aryl thioether with sulfur outside any ring (2)
Screens in order: RXFP1 agonist | Vif-APOBEC3F blk | IDH1 R132H inh | LDHA block | TrxR1 substrate | USP1 inh | Vif-APOBEC3G blk | PI4K2A inh | Glioma ERSR ind
Cn1nnnc1SCC(=O)N1CCN(c2ccc(Cl)cc2)CC1
→ -0.5% | 0% | 1% | -4 | 5% | -11% | 2% | -2 | -15%
COCCSc1ccccc1C(=O)N1CCC(Cc2ccccc2)CC1
→ -3.6% | 1% | 1% | 3 | 5% | -20% | 0% | -2 | -5%

Filtered by structure, those above containing an NH in an aromatic ring.
Screens in order: RXFP1 agonist | Vif-APOBEC3F blk | IDH1 R132H inh | LDHA block | TrxR1 substrate | USP1 inh | Vif-APOBEC3G blk | PI4K2A inh | Glioma ERSR ind
O=C(NC(Cc1ccccc1)c1nc2ccccc2[nH]1)c1cccc([N+](=O)[O-])c1 (stereo not drawn)
→ -1.4% | 1% | 5% | 13 | -10% | -20% | -8% | -1 | -3%
Cc1ccc(C(O)c2ncc(-c3ccccc3)[nH]2)c(C)c1 (stereo not drawn)
→ · | · | · | -6 | · | · | 1% | -9 | 1%
COC(=O)c1ccc(C(=O)Nc2ccc3nc(-c4ccncc4)[nH]c3c2)cc1
→ -1.5% | -1% | 0% | -4 | 0% | -18% | -15% | -2 | -1%

(cont.)
Screens in order: RXFP1 agonist | Vif-APOBEC3F blk | IDH1 R132H inh | LDHA block | TrxR1 substrate | USP1 inh | Vif-APOBEC3G blk | PI4K2A inh | Glioma ERSR ind
Cc1ccccc1C(=O)N1CCCN(C(=O)c2ccccc2C)CC1
→ 0.4% | 1% | 5% | 0 | 0% | -7% | -6% | 6 | -4%
CCOc1ccc(CCNC(=O)c2cn(C)c3ccc(S(=O)(=O)N4CCOCC4)cc3c2=O)cc1OCC
→ 1.0%&1.0% | -1%&0% | 7%&13% | 1&-4 | -7%&-7% | -12%&-22% | -1%&2% | 2&-1 | -2%&-2%
O=C(CSc1nnc2c(n1)[nH]c1ccccc12)NCc1ccco1
→ 6.2% | 1% | 2% | -2 | 0% | -20% | -4% | -4 | -3%
CN1C(=O)N(S(=O)(=O)c2ccc(F)c(F)c2F)C(=O)C1(C)C
→ -0.6% | · | -5% | -4 | -3% | -17% | 0% | -3 | -6%
CC(=O)c1ccc(-c2ccc(C(=O)NCC(c3ccc(F)cc3)N3CCOCC3)o2)cc1 (stereo not drawn)
→ -1.7% | -7% | -2% | -5 | 36%[activator][57.1 µM] | -24% | -2% | -1 | 0%
O=C(c1cccc(OC2CCN(Cc3cccc(OCCO)c3)CC2)c1)N1CCCC1
→ -1.0% | 5% | 8% | 0 | -9% | -14% | 0% | -4 | -5%
Cc1cc(Cl)ccc1N=c1ssnc1Cl
→ -0.5% | 0% | -17% | -7 | -13% | -17% | 5% | -5 | -4%
O=C(CSc1nnc2ccccn12)NNC(=O)c1ccc(F)cc1
→ 3.3% | -13% | -2% | -5 | -4%[57.1 µM] | -17% | -3% | -3 | -3%
COc1cc2c(c(OC)c1OC)-c1ccc(SC)c(=O)cc1C(NC(=O)C(F)(F)F)CC2 (stereo not drawn)
→ · | -6% | 0% | -15 | 7%[57.1 µM] | -18% | -46% | 1 | -4%
CCc1nnc(NS(=O)(=O)c2ccc(NC(=O)c3cccc([N+](=O)[O-])c3)cc2)s1
→ 0.1% | 0% | -1% | -1 | -9% | -23% | -7% | -2 | -3%
Nc1nc(SCC(=O)Nc2ccccc2Sc2ccc(Cl)cc2)n[nH]1
→ -0.9% | -8% | 29% | -7 | -1% | -25% | -5% | 6 | 0%

From PubChem

Some of the compounds tested (hit frequency here may not be typical).
